# RGS8-Gao reg: modulates binding of RGS8 to human Galphao; P09471; multiplexed bead flow cytometry; actives lie on both sides; response (percent of control binding), % at 10 µM; 220,000 tested, 0.34% active; AID 1423; in the data active means response below about 60% or above about 140%; inactive means in between;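 further: Galphao activated as the GDP aluminium fluoride complex binding bead-coupled RGS8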
# Target sequence (P09471 whole entry, looked up): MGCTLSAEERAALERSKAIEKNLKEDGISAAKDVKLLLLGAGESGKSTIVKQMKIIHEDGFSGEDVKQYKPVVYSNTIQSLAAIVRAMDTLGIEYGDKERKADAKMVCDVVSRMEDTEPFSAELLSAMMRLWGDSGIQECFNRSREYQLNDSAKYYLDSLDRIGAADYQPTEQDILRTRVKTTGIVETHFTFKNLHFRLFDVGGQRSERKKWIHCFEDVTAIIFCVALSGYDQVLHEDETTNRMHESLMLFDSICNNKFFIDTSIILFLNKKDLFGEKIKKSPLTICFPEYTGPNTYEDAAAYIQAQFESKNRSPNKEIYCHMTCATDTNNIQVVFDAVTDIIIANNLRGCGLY
# RGS4-Gao reg: human RGS4-Galphao interaction regulation; Multiplexed bead flow cytometry, RGS4-Galphao binding; actives lie on both sides; P09471; 220,000 tested, 0.33% active; binding response (% of control), % at 10 µM; in the data active means binding response below about 49% or above about 150%; inactive means in between;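 further: fluorescent Galphao activated with aluminum fluoride binding bead-coupled RGS4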
# Bcl-W Bim block: disrupts Bim peptide binding to human Bcl-W; bead-based flow cytometry; 190,000 tested, 0.02% active; inhibition, % at 10 µM; AID 952;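 further: 0% = bound tracer without compound and 100% = peptide blocker; higher means less fluorescent Bim peptide bound to Bcl-W beads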
# Bim-Bcl-B: inhibitors of Bim-Bcl-B interaction, human | 190,000 tested, 0.073% active | inhibition, % at 10 µM | bead-based flow cytometry, Bim peptide-Bcl-B binding | Q9HD36 | AID 951;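 further: 0% = tracer peptide without compound and 100% = reference inhibitor peptide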
# ABCB1 block: inhibitors of human ABCB1 transporter, ABCG2 counter-screen | P08183 | CCRF-Adr cells, JC-1 efflux, flow cytometry | inhibition, % at 6.6 µM | 190,000 tested, 0.067% active; in the data active means inhibition above about 40%;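 further: 0% = vehicle and 100% = reference inhibitor; higher value means more JC-1 retained so stronger ABCB1 efflux block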
# ABCG2 inh: human ABCG2 inhibition, ABCB1 as counter-screen; Q9UNQ0; IgMXP3 cells, JC-1 efflux, flow cytometry; inhibition, % at 6.6 µM; AID 1325; 190,000 tested, 0.1% active;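 active means inhibition above 80%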;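 further: 0% = DMSO and 100% = nicardipine control wells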
# Target sequence (Q9UNQ0 whole entry, looked up): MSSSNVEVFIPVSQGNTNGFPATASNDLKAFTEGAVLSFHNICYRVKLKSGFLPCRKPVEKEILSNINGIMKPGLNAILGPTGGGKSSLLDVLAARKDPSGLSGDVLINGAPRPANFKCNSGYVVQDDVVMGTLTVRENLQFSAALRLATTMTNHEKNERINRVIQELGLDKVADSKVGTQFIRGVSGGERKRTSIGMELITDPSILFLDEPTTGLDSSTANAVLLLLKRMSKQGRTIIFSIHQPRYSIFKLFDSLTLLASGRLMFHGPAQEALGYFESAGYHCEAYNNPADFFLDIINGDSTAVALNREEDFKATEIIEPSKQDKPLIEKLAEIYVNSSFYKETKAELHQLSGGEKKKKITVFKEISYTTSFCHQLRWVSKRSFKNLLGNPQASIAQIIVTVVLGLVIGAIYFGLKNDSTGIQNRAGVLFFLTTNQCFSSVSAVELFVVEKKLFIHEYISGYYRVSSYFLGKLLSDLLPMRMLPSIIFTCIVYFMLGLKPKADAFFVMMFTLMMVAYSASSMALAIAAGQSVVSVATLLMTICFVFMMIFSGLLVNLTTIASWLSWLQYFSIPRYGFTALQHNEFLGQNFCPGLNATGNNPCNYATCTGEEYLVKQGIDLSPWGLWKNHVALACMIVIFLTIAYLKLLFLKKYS
#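 Incubation: cells with compound and JC-1, 10 min at 25 °C, rotating, no wash / Test system: IgMXP3 (ABCG2) plus far-red-tagged CCRF-Adr (ABCB1) cells / Compound dosing: one concentration, 6.6 µM final / Also added: JC-1 fluorescent substrate / Evaluation: efflux inhibition in percent versus controls / Detection: flow cytometry, 530 nm JC-1 signal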
# Mcl-1 Bim block: human Bim-Mcl-1 interaction inhibition | AID 1009 | Bead-based flow cytometry, Bim peptide-Mcl-1 binding | Q07820 | 190,000 tested, 0.1% active | inhibition, % at 10 µM;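 further: 0% = no compound tracer wells and 100% = peptide blocker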
# RGS7-Gao: human RGS7-Galphao interaction regulation; P09471; Multiplexed bead flow cytometry, RGS7-Galphao binding; actives lie on both sides; binding response (% of control), % at 10 µM; 220,000 tested, 0.35% active; in the data active means binding response below about 49% or above about 150%; inconclusive means no clear call, values can overlap the other calls; inactive means in between;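 further: fluorescent Galphao held in activated GDP-AlF4 state binding bead-coupled RGS7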
# Bcl-XL Bim block: disrupts Bim peptide binding to human Bcl-XL. Q07817. bead flow cytometry, fluorescence. inhibition, % at 10 µM. 190,000 tested, 0.04% active. AID 1007
# Bfl-1 Bim block: human Bim-Bfl-1 interaction inhibition. Bead-based flow cytometry, Bim-Bfl-1 binding inhibition. AID 1008. 190,000 tested, 0.12% active. inhibition, % at 10 µM. Q16548;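 further: 0% = wells without compound plus tracer and 100% = blocker peptide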
# Bcl-2 Bim block: disrupts Bim peptide binding to human Bcl-2 | 190,000 tested, 0.06% active | AID 950 | inhibition, % at 10 µM | Bead-based flow cytometry, Bim peptide-Bcl-2 binding; in the data active means inhibition above about 40%; inconclusive means no clear call, values can overlap the other calls;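 further: 0% = no compound wells with probe peptide and 100% = reference peptide inhibitor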
# * = called active by the depositor; ? = inconclusive; . = no result given. Unless noted, no stated cut-off is given here; in the data, active means inhibition above about 40%.
cpd	Compound	RGS8-Gao reg	RGS4-Gao reg	Bcl-W Bim block	Bim-Bcl-B	ABCB1 block	ABCG2 inh	Mcl-1 Bim block	RGS7-Gao	Bcl-XL Bim block	Bfl-1 Bim block	Bcl-2 Bim block
1	O=C(CNCC1CCCO1)N1CCCc2ccccc21 (stereo not drawn)	115	108	-4	-3	0.4	2	-6	105	-3	-4	-2
2	CCN(/N=C/C=C/c1ccccc1)c1cc(=O)n(C)c(=O)[nH]1	98	100	-1	-3	1.3	30	0	98	-3	-11	-11
3	CNC(=S)NCCc1cc2c(OC)ccc(OC)c2[nH]c1=O	104	102	-5	-6	0.4	3	-2	100	-3	-11	-6
4	Cn1c(/C=N/n2cnnc2)nc2ccccc21	100	97	4	-6	.	.	3	101	1	-10	0
5	O=C(COc1ccc(Br)cc1CO)Nc1ccccc1	102	99	2	0	0.2	3	0	100	1	2	-1
6	CCOC(=O)c1cc(NC(=O)COc2ccc([N+](=O)[O-])cc2)cc(C(=O)OCC)c1	85	96	-4	-2	0.3	-1	0	98	0	0	-1
7	Cc1occc1C(=O)NN=C1C2CC3CC(C2)CC1C3	101	101	-6	-13	0.2	0	-2	100	-8	-3	-3
8	CCCCCC(C(=O)O)C(C)CC(=O)NC1CCCCC1 (stereo not drawn)	99	100	3	3	0.6	1	0	97	1	-2	3
9	Cc1occc1-c1nnc(SCC(=O)Nc2ccccn2)o1	108	107	-5	-7	-0.4	9	0	107	-2	-4	1
10	COc1ccc(C2=NN(S(C)(=O)=O)C(c3cccs3)C2)cc1 (stereo not drawn)	101	102	-1	-4	0.3	2	0	102	-1	-5	-2
11	CCOc1cccc(OCCOc2ccccc2[N+](=O)[O-])c1	98	101	-2	-3	0.9	12	-1	97	-3	-2	-3
12	CC(=O)N(c1ccc(Cl)cc1)c1cn(C(C)=O)c2ccccc12	99	98	-1	-2	0.8	5	1	96	0	-4	-1
13	Cc1ccc(C(=O)NNC(=O)C(C)Sc2nc(N)cc(N)n2)cc1 (stereo not drawn)	100	106	-1	-1	0.4	1	-1	100	-3	-1	1
14	COc1cccc(S(=O)(=O)NCc2ccc(C(=O)NCC3CCCO3)cc2)c1 (stereo not drawn)	112	111	0	1	-0.1	5	0	104	1	0	-1
15	CC(C)C(=O)OCC(=O)NCc1ccccc1Cl	103	101	-3	-7	0.2	3	-1	?	-2	-6	-3
16	Cc1ccc(S(=O)(=O)NCCNC(=O)c2cc(OCC(F)(F)F)ccc2OCC(F)(F)F)cc1	104	101	-4	0	0.4	2	-4	100	-3	0	-1
17	O=C(O)Cn1c2c(c3ccccc31)CCCC2	84	95	0	-1	0.8	1	1	94	-2	3	15
18	Cc1ccc(S(=O)(=O)N2CCCC2C(=O)N(C)Cc2cccs2)cc1 (stereo not drawn)	102	104	5	-1	0.6	1	2	100	4	-6	-5
19	Cc1ccc(S(=O)OCC(=O)Nc2cc(Cl)ccc2N2CCOCC2)cc1 (stereo not drawn)	103	101	-7	-6	1.7	4	-5	102	-2	-6	-5
20	CCC(C)(C(=O)NC1CCCCC1)N(Cc1ccco1)C(=O)c1ccccn1 (stereo not drawn)	101	97	1	-5	0.9	0	-2	98	-17	-5	-4
21	CC(C)c1c(C#N)c(N)nc(SCC(=O)c2cc3ccccc3oc2=O)c1C#N	98	92	0	-8	0.4	2	0	89	-3	-9	-11
22	CNC(=O)C1(C)C=CCN1C(=O)c1ccccc1 (stereo not drawn)	100	100	-1	-5	0.8	-2	-3	100	-1	-4	0
23	Clc1ccccc1-c1nn2c(-c3ccncc3)nnc2s1	97	100	-5	-32	0.1	0	-12	109	-7	11	-8
24	CCN1C(=O)/C(=C\N2CCOCC2)SC1=S	97	100	0	-5	0.3	3	0	101	-23	-8	-7
25	Cc1ccc(-n2c(C)nn(CC#N)c2=O)cc1	99	99	-2	0	-0.1	-1	0	98	-2	-2	0
26	Cc1c(N=c2scc(-c3ccccc3)n2C)c(=O)n(-c2ccccc2)n1C	95	93	-1	-6	0.4	2	-3	95	-5	-5	-3
27	CC(C)(C)NC(=O)CN(C(=O)c1csnn1)c1cccc2c1CCCC2	105	104	-4	1	-1.1	-2	-2	107	-4	6	-1
28	CC(OC(=O)c1nsc(Cl)c1Cl)C(=O)NC(C)(C)C (stereo not drawn)	99	101	0	-7	-0.2	0	-2	100	-5	-7	2
29	CCn1c(-c2cc(-c3cc(OC)ccc3OC)nc3ccccc23)n[nH]c1=S	97	101	0	-16	1.4	2	-2	115	-4	-4	-5
30	COC(=O)c1cn(NC(=O)c2ccc3c(c2)OCO3)c(=O)c2ccccc12	99	99	2	-6	1.2	2	2	101	-4	-9	-1
31	CCCCOc1ccc(CSc2nnc(C)n2N)cc1[N+](=O)[O-]	97	97	1	-4	-0.1	13	-1	99	-1	-3	-5
32	CC(C)(C)NC(=O)CSc1n[nH]c(=O)n1-c1ccccc1	100	99	1	-11	0.3	3	-4	98	-3	-11	-12
33	Cc1ccccc1NC(=O)/C(C#N)=C\c1cn(CC(=O)O)c2ccccc12	98	100	-3	-1	-0.7	0	-1	97	-6	1	1
34	CCOC(=O)c1cnc2c(OC)cccc2c1NCc1cccnc1	94	95	.	.	1.1	4	.	96	.	.	?
35	S=C(Nc1cccnc1)Nc1cccc2cnccc12	97	97	-2	0	0.1	23	-4	?	-2	4	-2
36	CC1=C(C(=O)Nc2ccccc2Cl)C(c2ccc(N(C)C)cc2)NC(=O)N1 (stereo not drawn)	99	102	-1	0	0.2	1	0	97	-2	2	0
37	Cc1nn(Cc2ccccc2Cl)c(C)c1NC(=O)Cn1nc([N+](=O)[O-])c(Cl)c1C	103	103	0	-5	1.2	13	0	101	-2	-11	-10
38	Cc1nn(C)c(C)c1NC(=O)c1cc2nc(-c3ccco3)cc(C(F)(F)F)n2n1	93	89	2	-5	0.6	4	1	86	2	-3	2
39	COc1ccc(S(=O)(=O)Cc2ccc(C(=O)NC3CC3)o2)cc1	90	88	0	-8	0.0	0	2	91	-1	-9	-6
40	CCOc1ccc(/C=N/OCC(=O)NCc2cccs2)cc1	101	99	-3	-10	-0.1	0	-4	98	-8	-4	-6

# Quoted at random: three records from the list
cpd	Compound	RGS8-Gao reg	RGS4-Gao reg	Bcl-W Bim block	Bim-Bcl-B	ABCB1 block	ABCG2 inh	Mcl-1 Bim block	RGS7-Gao	Bcl-XL Bim block	Bfl-1 Bim block	Bcl-2 Bim block
30	COC(=O)c1cn(NC(=O)c2ccc3c(c2)OCO3)c(=O)c2ccccc12	99	99	2	-6	1.2	2	2	101	-4	-9	-1
31	CCCCOc1ccc(CSc2nnc(C)n2N)cc1[N+](=O)[O-]	97	97	1	-4	-0.1	13	-1	99	-1	-3	-5
39	COc1ccc(S(=O)(=O)Cc2ccc(C(=O)NC3CC3)o2)cc1	90	88	0	-8	0.0	0	2	91	-1	-9	-6

# Next part:
cpd	Compound	RGS8-Gao reg	RGS4-Gao reg	Bcl-W Bim block	Bim-Bcl-B	ABCB1 block	ABCG2 inh	Mcl-1 Bim block	RGS7-Gao	Bcl-XL Bim block	Bfl-1 Bim block	Bcl-2 Bim block
41	O=C(N=Nc1c(O)[nH]c2ccccc12)c1cccc(S(=O)(=O)N2CCCCC2)c1	98	91	-5	-9	0.8	15	-8	90	-5	-2	-3
42	Cc1ccc(/C=N/NC(=O)C2(O)c3ccccc3-c3ccccc32)o1	100	101	-11	-11	-0.2	0	-26	99	-16	0	-2
43	CNC(=O)c1ccsc1NC(=O)c1ccc(S(=O)(=O)N2CCCc3ccccc32)cc1	101	101	0	-6	0.1	3	-1	103	-4	0	-1
44	C=CCNC(=S)NNC(=O)COc1ccc2cc(Br)ccc2c1	102	101	-2	-38	0.4	1	0	101	-4	0	-3
45	CCOC(=O)/C=C1\CC(=O)Nc2nonc2N1	94	96	2	-8	0.5	2	-1	97	-2	-10	-8
46	NC(=O)CN1CCN(C(=O)Nc2ccccc2)CC1	107	103	1	-7	0.1	1	-2	105	-2	-11	-9
47	C#CCn1cc(C=C2C(=O)c3ccccc3C2=O)c2ccccc21	101	53	39	71*	0.4	-4	25	99	24	39	58*
48	O=S1(=O)C=C(SCc2ccc(F)cc2)Nc2ccccc21	100	99	-1	0	-0.3	-4	0	101	0	2	1
49	O=C(Cn1nc(CNc2ccc(Cl)cc2)[n+]2c1CCCCC2)c1ccc(Br)cc1	118	117	0	-5	0.8	0	-5	141	-3	8	-2
50	COc1cccc(-c2noc(CCC(=O)NCC3CCCO3)n2)c1 (stereo not drawn)	97	101	-2	4	0.9	12	-4	98	-1	0	0
51	CCCCCn1c(N(C)Cc2ccccc2)nc2c1c(=O)[nH]c(=O)n2C	101	100	-2	-3	2.0	6	1	101	-2	-4	-6
52	Cc1ccc(C(=O)CSc2nc3c([nH]2)c(=O)n(C)c(=O)n3C)cc1	98	99	1	-3	-0.1	2	2	96	1	-9	-4
53	c1ccc2c(NC3CCCC3)nnc(NC3CCCC3)c2c1	100	90	-3	-2	-0.3	0	-1	92	-3	0	-3
54	COc1ccc(-c2cc(C#N)nc(N3CCN(c4ccccc4)CC3)n2)cc1	103	101	-2	-2	0.4	1	-8	99	-6	-5	-4
55	S=c1nc(-c2cc(Cl)ccc2Cl)[nH][nH]1	100	99	1	-3	-0.6	-1	0	?	-2	-3	0
56	NC(=O)COc1ccc2oc(-c3ccccc3)cc(=O)c2c1	102	97	0	0	0.2	7	1	108	-1	1	-3
57	CC(C)Oc1ccccc1OCCCOc1cccc2cccnc12	100	101	8	3	0.8	3	23	105	6	-1	5
58	CCOc1cccc2cc(C(C)=O)oc12	11*	11*	-1	-3	0.0	0	-2	10*	0	-4	-4
59	Cc1ccc(CNc2nc(C)nc3sc4c(c23)CCC4)cc1	99	90	0	-2	-2.7	-2	0	101	0	6	-3
60	CC(C)(C)N(C(=O)Cn1nnc(-c2ccc(F)cc2)n1)C(C(=O)NC1CCCC1)c1ccncc1 (stereo not drawn)	99	97	-2	-11	0.7	5	-4	98	-7	0	-4
61	O=C(O)C1C(=O)NCC1c1ccccc1 (stereo not drawn)	101	99	1	-2	0.2	0	1	102	0	-4	0
62	N#Cc1sc2nc(-c3cccs3)cc(-c3ccc(F)cc3)c2c1N	103	101	-4	-18	0.2	1	-4	105	-6	0	0
63	COCc1nnc(NC(=O)CSc2ccc(C)cc2)s1	101	100	-3	-5	0.4	1	-2	97	-2	2	-3
64	Cc1sc2c(c1C)c(=O)n(-c1cccc(C(F)(F)F)c1)c(=O)n2CC(=O)NCc1ccco1	102	106	5	-2	-0.3	1	3	100	0	-7	-3
65	N#Cc1c(N)nc2c(c1-c1ccncc1)CCCCC2	74	97	-4	-3	1.0	1	-1	89	-2	4	3
66	O=C(O)/C=C/c1ccc(OCc2cccc(F)c2)cc1	101	100	0	0	0.5	8	2	94	1	-3	2
67	Oc1cccc(/C=N/NC(=S)NCCN2CCOCC2)c1O	101	99	0	-11	0.0	2	0	?	-5	1	-3
68	O=S(=O)(N/N=C/c1ccccc1OCc1ccc(Cl)cc1)c1ccccc1	100	99	-4	-2	0.1	1	-10	103	-7	4	0
69	O=C(NC1CCCCC1)C(c1ccc(F)cc1)N(Cc1ccc2c(c1)OCO2)C(=O)c1cnsn1 (stereo not drawn)	101	99	-2	-5	0.0	0	-4	99	-4	-2	-6
70	CC12CCC(C(=O)NCc3ccccn3)(OC1=O)C2(C)C (stereo not drawn)	98	99	-2	-10	0.5	1	-3	99	-15	-14	-11
